From PubChem BioAssay
Efa HMGR inh = inhibitors of class II HMG-CoA reductase from Enterococcus faecalis; inhibition, % at 10 µM; 190,000 tested, 0.41% active; purified E. faecalis HMGR, NADPH absorbance 340 nm kinetic;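 active = inhibition above a set limit, the median over all tested compounds plus 3 SD, cut at about 9.5% in these data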;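 note: enzyme runs in reverse so mevalonate oxidation gives rising NADPH absorbance; 0% = complete reaction with DMSO and 100% = background rate lacking mevalonate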
Hsp70 act = switches on Hsp70 transcription; HeLa Hsp70 promoter luciferase reporter, luminescence; scaled: vehicle 0, proteasome-inhibitor control 100%; activation, % at 10 µM; 200,000 tested, 0.04% active;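 active = activation above the mean across all tested compounds plus 3 SD, cutoff set per campaign, cut at about 5.5% in these data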;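 note: 100% = MG132 at 30 µM as the positive control and 0% = DMSO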
S1P3 antag = S1P3 (human) receptor antagonism; 170,000 tested, 0.27% active; Q99500; AID 485; inhibition, % at 4.98 µM; CHO S1P3 NFAT-BLA reporter, FRET fluorescence, antagonist mode;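 active = inhibition above the plate cutoff, the mean inhibition of test wells on that plate plus 3 SD, cut at about 28% in these data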;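 note: cells challenged with S1P at its EC80 of 0.8 µM; blue over green emission ratio from cleaved BLA substrate after 4 h stimulation; 0% = S1P-stimulated wells and 100% = unstimulated DMSO-only wells; some compounds past the cut are filed as inactive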
L major viab = inhibitors of Leishmania major promastigote growth. 200,000 tested, 9% active. Leishmania major promastigotes, resazurin fluorescence viability. AID 1063. inhibition, % at 10 µM; in the data active = inhibition above about 50%;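 note: promastigotes grown with compound for 44 hours at 28 °C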
RAM network inh = yeast RAM network inhibition. 190,000 tested, 1.8% active. S. cerevisiae dse1pr::URA3 reporter, 5-FOA growth OD615, 2 d; analog-sensitive cbk1-as2 kinase mutant strain. inhibition, % at 50 µM;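 active = inhibition above a set limit, 3 SD over mean compound inhibition, cut at about 8.4% in these data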;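 note: 0% = DMSO-only wells with no growth and 100% = 10 µM 1-NA-PP1 full growth; inhibition rescues growth on 5-FOA so higher OD means more RAM inhibition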
TNAP inh hi DEA = inhibitors of human TNAP at high phosphate acceptor concentration; P05186; purified TNAP, CDP-star luminescence, 1 M DEA; inhibition, % at 20 µM; 200,000 tested, 0.03% active;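 active = over 50% inhibition of tissue-nonspecific alkaline phosphatase at 20 µM in the single-dose screen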;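 note: plate controls were DMSO wells for no effect and EDTA-quenched wells as full inhibition for full effect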
Target sequence (P05186 whole entry, looked up): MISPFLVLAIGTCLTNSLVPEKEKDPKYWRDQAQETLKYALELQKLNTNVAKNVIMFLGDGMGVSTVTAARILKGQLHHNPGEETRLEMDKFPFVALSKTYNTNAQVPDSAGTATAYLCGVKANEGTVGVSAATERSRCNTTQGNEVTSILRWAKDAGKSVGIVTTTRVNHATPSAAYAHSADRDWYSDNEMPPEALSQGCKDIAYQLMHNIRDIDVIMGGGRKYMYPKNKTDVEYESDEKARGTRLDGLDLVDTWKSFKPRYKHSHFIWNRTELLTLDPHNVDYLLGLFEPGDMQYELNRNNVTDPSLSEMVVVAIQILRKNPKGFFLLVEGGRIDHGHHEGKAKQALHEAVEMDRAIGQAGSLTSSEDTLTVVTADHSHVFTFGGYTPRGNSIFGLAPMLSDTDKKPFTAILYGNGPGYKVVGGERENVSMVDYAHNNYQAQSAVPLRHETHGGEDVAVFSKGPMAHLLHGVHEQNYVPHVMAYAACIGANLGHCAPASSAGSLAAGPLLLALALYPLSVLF
PMI act satM6P = PMI (human) activation, high substrate. coupled PMI enzyme assay, resazurin fluorescence, 20 min; active compounds read high; 1 = untreated enzyme, 0 = substrate-free blank. activation factor at 20 µM. 190,000 tested, 0.34% active. AID 1216;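 active = activation factor of 2 or more at 20 µM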
Target sequence (P34949 whole entry, looked up): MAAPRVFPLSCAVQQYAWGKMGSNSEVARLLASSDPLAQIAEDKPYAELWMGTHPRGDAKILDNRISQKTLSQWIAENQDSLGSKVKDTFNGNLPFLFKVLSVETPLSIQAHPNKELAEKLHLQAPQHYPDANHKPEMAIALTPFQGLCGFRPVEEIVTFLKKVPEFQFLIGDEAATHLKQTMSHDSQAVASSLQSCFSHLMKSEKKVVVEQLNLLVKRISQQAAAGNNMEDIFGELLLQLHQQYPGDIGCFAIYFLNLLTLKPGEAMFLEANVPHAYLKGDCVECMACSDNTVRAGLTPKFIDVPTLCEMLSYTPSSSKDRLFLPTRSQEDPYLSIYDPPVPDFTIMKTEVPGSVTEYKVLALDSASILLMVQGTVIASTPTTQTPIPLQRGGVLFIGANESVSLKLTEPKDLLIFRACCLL
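Material: human phosphomannose isomerase with PGI, G6PDH, diaphorase coupling enzymes; amount: PMI at 15 ng/mL final; also added: Mannose-6-phosphate 1.0 mM (near-saturating) plus 0.22 mM NADP+; incubation: enzyme reaction with compound 20 min at room temperature; signal: resorufin fluorescence (Ex 544/Em 590 nm) from resazurin via diaphorase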
DTT redox prof = compounds producing H2O2 with reducing agent – biochemical, NIH compound library profiling, artefact control for MLSCN library redox annotation, primary screen. DTT-dependent redox cycling H2O2, phenol red/HRP absorbance; 100% = 100 µM peroxide control, 0% = buffer. activation, % at 10 µM. 200,000 tested, 0.03% active;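 active = activation of at least 50% relative to the plate's high and low controls in the primary single-dose screen; inactive = activation below 50%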;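 note: compound incubated with DTT at 0.8 mM final as the reducing agent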
PMI activator = increases human mannose-6-phosphate isomerase activity; 190,000 tested, 0.005% active; purified human PMI, coupled resazurin fluorescence, 20 min; active compounds read high; 1 = vehicle control, 0 substrate-free wells; activation factor at 20 µM; P34949;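 active = activation factor of 2 or more at 20 µM, relative to plate controls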
TNAP inh noacc = inhibitors of human TNAP without phosphate acceptor; P05186; purified TNAP, CDP-star luminescence, 30 min; inhibition, % at 20 µM; 200,000 tested, 0.26% active; AID 1012;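 active = tissue-nonspecific alkaline phosphatase inhibition above about 50% at 20 µM in the single-dose screen, limit read from the data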;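 note: 0% = DMSO negative control and 100% = EDTA positive control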
* = called active by the depositor; · = not tested or not shown.

SMILES	Efa HMGR inh	Hsp70 act	S1P3 antag	L major viab	RAM network inh	TNAP inh hi DEA	PMI act satM6P	DTT redox prof	PMI activator	TNAP inh noacc
CCN(CC)c1ccc(/C=N/NS(=O)(=O)c2ccc(CNC(C)=O)cc2)cc1	0	-0.4	-3	-6	0.3	-2	0.9	-0.4	0.8	-14
CCC(C(=O)OCC(=O)Nc1cc(Cl)ccc1Cl)c1ccccc1 (centres undefined)	-3	-0.2	-11	-6	3.4	5	1	0.2	0.9	-3
C=CCn1c(C(C)(C)C)nc2ccccc21	-1	0.1	-11	-1	0.8	-6	1	-0.2	1	-12
CCc1cc(=O)oc2cc3oc(C)c(C)c3cc12	-1	-0.1	21	3	3.4	1	0.9	-2.4	0.8	-3
O=C(CNS(=O)(=O)c1ccccc1)N1CCCC1	-5	-0.1	-17	1	2.1	-4	1	-0.3	1	-14
CCN(CC)S(=O)(=O)c1ccc(C(=O)NC(=S)N(CCC#N)Cc2cccnc2)cc1	-6	0.3	3	-5	1.2	-2	1	0.9	1	-7
Cn1cc2cc(NC(N)=S)ccc2n1	-3	-0.1	-15	-6	0.2	0	0.7	-0.2	1	-4
Cc1cc(C(=O)COc2cc(F)ccc2[N+](=O)[O-])c(C)n1C1CC1	-3	-0.1	-5	3	-0.2	-4	0.9	-0.4	0.9	-8
COc1ccc(/C=N/c2oc(C)c(C)c2C#N)c(OC)c1	2	-0.2	-19	8	0.1	-2	0.5	0.1	0.8	-2
O=C(Nc1ccc(Oc2cccnc2)cc1)c1cccc([N+](=O)[O-])c1	1	-0.3	-22	35	0.8	-5	1	1.0	0.9	-10
CCC(C)NC(=O)CSc1ccc(Cl)cc1 (centres undefined)	-6	-0.5	·	-4	1.1	-6	0.9	-0.4	1.1	-9
Cn1cnnc1SCC(=O)Nc1ccccc1	-2	0.0	-1	0	1.7	-2	1	-0.9	1	-8
COc1ccc(-c2nnc(SC(C)C(=O)Nc3cccc(Cl)c3)o2)cc1 (centres undefined)	1	0.1	30	-4	15*	-3	0.8	0.0	0.8	-12
O=C(N/N=C/c1cc(Br)c(O)c(Br)c1)c1cccc(C(F)(F)F)c1	0	-0.3	5	-7	-1.7	-2	0.9	-0.3	1.1	-18
O=C(CSc1ncccc1C(=O)O)c1ccccc1F	1	-0.3	-28	0	3.9	-2	1.8	-1.5	1.8	-12
CC(=NCC1CCNCC1)C1=C(O)CC(C)(C)CC1=O	-1	-0.4	-49	0	-1.1	-1	0.9	-1.3	0.9	-8
C=CCC(=O)NC(C)c1cnn(-c2ccccc2C)c1C (centres undefined)	-1	-0.5	-11	-8	-0.1	-7	0.9	-0.2	0.9	-11
Cc1cc(C)n(-c2nc3ccccc3c(=O)n2OCCOc2ccccc2)n1	-4	-0.1	22	1	0.1	-3	1	2.9	1.1	-8
CCOC(=O)CSc1nnc(CNC(=O)c2ccc(OC)cc2)n1-c1ccc(OC)cc1	-1	0.0	-15	-4	1.3	0	1	-0.2	1.1	2
CCCc1nnc(NC(=O)CC(=O)OCC)s1	2	0.2	-38	-7	1.7	-5	1.1	-0.2	1	-13
O=C(Cn1cc(SCc2cccc(Cl)c2)c2ccccc21)N1CCOCC1	-3	-0.2	4	8	3.3	1	0.7	0.5	0.7	-1
Cn1nc(C(=O)NC2CCCc3ccccc32)ccc1=O (centres undefined)	2	0.0	9	2	0.2	-5	1	-1.2	1.1	-18
CCC(C)NC(=O)c1ccccc1-c1ccccc1C(=O)NC(C)CC (centres undefined)	-2	-0.1	6	-2	0.8	-7	0.9	-0.4	1	2
Cc1ccc(C(=O)C2=C(O)C(=O)N(CCN3CCOCC3)C2c2ccccn2)o1 (centres undefined)	-1	-0.2	·	0	1.0	-1	1.2	0.1	1.3	3
c1ccc(-c2noc(CN3CCN(C(c4ccccc4)c4ccccc4)CC3)n2)cc1	-1	-0.4	10	4	0.9	1	0.9	-2.5	0.9	-2

Three entries out of the list above, sorted by the number in TNAP inh hi DEA, ascending:
SMILES,Efa HMGR inh,Hsp70 act,S1P3 antag,RAM network inh,TNAP inh hi DEA,PMI act satM6P,DTT redox prof,PMI activator,TNAP inh noacc
Cn1nc(C(=O)NC2CCCc3ccccc32)ccc1=O (centres undefined),2,0.0,9,0.2,-5,1,-1.2,1.1,-18
CCN(CC)c1ccc(/C=N/NS(=O)(=O)c2ccc(CNC(C)=O)cc2)cc1,0,-0.4,-3,0.3,-2,0.9,-0.4,0.8,-14
Cn1cc2cc(NC(N)=S)ccc2n1,-3,-0.1,-15,0.2,0,0.7,-0.2,1,-4

Following part:
SMILES	Efa HMGR inh	Hsp70 act	S1P3 antag	L major viab	RAM network inh	TNAP inh hi DEA	PMI act satM6P	DTT redox prof	PMI activator	TNAP inh noacc
CCn1c(SCC(=O)N2CCc3ccccc32)nnc1-c1ccncc1	-4	0.0	-20	-4	-0.2	-4	1.1	1.1	1.1	-14
O=C(CSc1nc2sc3c(c2c(=O)[nH]1)CCCC3)NCCO	-3	0.0	-2	-10	0.6	2	0.9	-0.1	0.9	-3
CC(=O)N1CCN(S(=O)(=O)c2ccc(F)c(Cl)c2)CC1	4	-0.1	-15	-6	3.1	-1	1.1	-0.3	1.1	-11
Cc1cccc(NC(=O)CCSc2ccccc2)c1C	2	-0.4	-10	7	2.0	-2	1.1	-0.5	1	-15
Cn1c(=O)c2c(nc(CN3CCc4ccccc4C3)n2Cc2ccccc2)n(C)c1=O	-4	-0.3	24	49	1.0	-5	0.9	0.9	1	-13
O=C(Nc1cccc(Cl)c1)N1CCN(C/C=C/c2ccccc2)CC1	-2	-0.1	0	4	-0.7	5	0.9	-1.6	0.9	0
CC12CN(NC(=O)c3ccc(Cl)cc3)C3(C#N)CC1CCC23C (centres undefined)	-2	-0.2	-17	8	-0.1	-5	1	-0.6	1	-86
OCCC1CN(Cc2cccc(-n3cccn3)c2)CCN1Cc1ccccc1 (centres undefined)	-3	0.5	-1	79*	0.0	-4	1	-1.4	0.9	-8
Cc1ccc(C(=O)COC(=O)CCC(=O)Nc2cccc(Cl)c2)cc1[N+](=O)[O-]	1	-0.3	·	-9	2.9	-1	0.9	-3.9	0.9	-5
CCOC(=O)CN1C(=O)C(O)(c2c(C)[nH]c3ccccc23)c2ccccc21 (centres undefined)	1	-0.1	-1	4	1.3	-2	0.9	1.6	0.9	-9
Cn1cc(C(=O)c2ccc(Cl)cc2Cl)cc1C(=O)N/N=C(\N)COc1ccc(F)cc1	5	-0.2	·	6	1.4	-1	1	0.1	0.9	-10
Cc1ccccc1C(=O)/C(C#N)=N/Nc1c(C)n(C)n(-c2ccccc2)c1=O	-1	-0.2	16	26	1.5	21	1.9	-0.4	1.3	-77
CCCCN1C(=S)SC(C)(C)C1/[N+]([O-])=C/c1cccnc1 (centres undefined)	-8	0.1	·	2	-0.4	2	1	0.6	1	-4
COc1ccc(-n2ncc(Cl)c(Cl)c2=O)cc1	0	0.6	2	82*	1.5	-1	1	0.2	1	-10
Cc1ccc(N/C=C2\C(=O)C3(C)CCC2C3(C)C)cc1C (centres undefined)	-5	-0.4	-6	1	1.6	-1	1.1	-1.7	1.2	-2
CC(=O)Nc1cc(C(=O)OCC(=O)c2ccccc2)ccc1C	1	-0.2	2	-7	4.2	0	1	-0.7	1.1	-5
O=C(NC(=S)Nc1ccc(S(=O)(=O)N2CCOCC2)cc1)c1ccccc1[N+](=O)[O-]	1	-0.3	-16	6	3.6	-4	1	-0.3	1	4
CC(=O)Nc1ccc(S(=O)(=O)Nc2nc(CN3CCOCC3)nc3sc4c(c23)CCCC4)cc1	-2	-0.2	·	-5	0.5	-4	1.2	0.2	1	-6
CCCOc1ncnc2c1[nH]c1ccccc12	-1	0.1	·	47	-0.9	-2	0.9	-4.2	0.9	-7
COCC(=O)N(Cc1cc2ccc(C)c(C)c2n2nnnc12)C1CCCC1	0	-0.1	-6	-4	1.4	-6	1	-0.2	1.1	-3
CCn1cc(C(=O)N[C@H](C)c2ccccc2)c(=O)c2cc(F)c(N3CCN(C)CC3)cc21	-2	0.5	·	85*	0.5	-4	1	0.1	1	-17
C=CCNC(=O)CN(c1ccc(F)c(Cl)c1)S(C)(=O)=O	-2	-0.1	-35	-6	1.4	0	0.9	4.2	0.9	-7
O=C(Nc1ccc(Cl)cc1)N(Cc1cccnc1)Cc1ccco1	-13	0.3	13	92*	1.4	-4	1	0.2	0.9	-16
O=C(NC(c1ccc(Cl)cc1)c1c(O)ccc2ccccc12)c1ccccc1 (centres undefined)	-9	-0.4	8	99*	4.5	1	0.7	0.0	0.7	-18
COC(=O)c1sc(S(=O)(=O)NCc2ccccc2)c(C(=O)OC)c1C	-5	-0.4	·	-4	0.1	-1	1	0.0	0.9	-9

The list continues.
SMILES	Efa HMGR inh	Hsp70 act	S1P3 antag	L major viab	RAM network inh	TNAP inh hi DEA	PMI act satM6P	DTT redox prof	PMI activator	TNAP inh noacc
O=C1OC(/C(=C\Nc2ccc(F)cc2F)[N+](=O)[O-])c2ccccc21 (centres undefined)	-3	0.2	9	-9	2.9	-3	1.3	-1.7	1.4	-7
CCCCc1n[nH]c2c1/C(=N/O)CC(c1ccccc1)C2 (centres undefined)	3	-0.5	·	31	5.3	-7	1	-0.9	0.9	-6
Cc1ccc(CNC(=O)CCNC(=O)Cn2ccc3ccccc3c2=O)o1	1	-0.4	·	-3	0.5	-5	0.9	-1.9	1	-8
O=c1[nH][nH]c(=O)c2cc(N3CCCC3)ccc12	-2	-0.2	-15	-6	0.8	-1	0.9	1.9	0.9	-4
O=C(COc1ccccc1)NCC(=O)N/N=C/c1ccccc1	-3	-0.3	-15	47	-0.8	-1	1.1	-0.2	1.1	-11
CC(C)OC(=O)CSc1nnc(CNc2cccc(Cl)c2)n1C	-4	-0.2	·	-7	0.9	-2	1	1.1	0.9	-11
COc1ccc(C(=O)N2CCCc3ccccc32)cc1	-6	-0.1	-9	-2	-0.2	-6	1	1.7	0.9	-14
CCNS(=O)(=O)c1ccc(C)c(-n2cnnn2)c1C	-5	-0.2	·	-3	0.6	-9	1.1	1.2	1.2	-5
CCC(C)(C)NC(=O)C(c1ccncc1)N(C(=O)c1sc(C)nc1C)c1ccc(F)cc1 (centres undefined)	-1	-0.3	9	-3	0.4	-5	1	-0.7	1	-13
CCc1nnc(NC(=O)[C@@H](NC(=O)c2cccc(C)c2)C(C)C)s1	-5	-0.3	-18	-3	2.2	3	1	0.2	0.9	-6
CCOc1ccc(/C=C\C(C)=N\O)cc1	-5	-0.1	-51	-5	-1.2	-5	0.9	-1.1	0.9	-10
CC(Oc1ccc(F)cc1)C(=O)Nc1sc2c(c1C(=O)NCc1cccnc1)CCCC2 (centres undefined)	1	-0.1	·	21	0.2	-7	0.8	-3.2	0.8	-10
C[n+]1ccc(C(=O)NCCC[N+](C)(C)C)cc1/C=N/O	-1	0.1	-6	-2	1.3	-4	·	-0.4	·	-7
Cc1cccc([N+](=O)[O-])c1NC(=O)CN(Cc1ccccc1)Cc1ccccc1	3	0.0	-5	31	-0.4	-1	0.9	-0.2	1	13
O=C(/C=C/c1ccccc1)NCC(=O)N/N=C/c1ccccc1[N+](=O)[O-]	1	-0.3	1	9	3.7	-1	1.1	-0.4	1.1	-12
